Screens as filed in PubChem BioAssay.
AmpC no deterg: AmpC beta-lactamase inhibition without detergent. Potency, µM (highest dose often 57.1 µM), inactives show at the highest dose activity change, negative = inhibition, actives largely listed as inhibitors. AmpC nitrocefin hydrolysis, absorbance 480 nm, 0.0001% Triton. P00811. 0.52% of 330,000 active. AID 485341;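 further: potency means the concentration at half of the fitted maximal effect; plate controls were no compound for no effect and no enzyme for full effect; nearly all actives have a fitted effect of over 20% in size; some results filed as inactive show a strong effect at the top dose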
Target sequence (P00811 whole entry, looked up): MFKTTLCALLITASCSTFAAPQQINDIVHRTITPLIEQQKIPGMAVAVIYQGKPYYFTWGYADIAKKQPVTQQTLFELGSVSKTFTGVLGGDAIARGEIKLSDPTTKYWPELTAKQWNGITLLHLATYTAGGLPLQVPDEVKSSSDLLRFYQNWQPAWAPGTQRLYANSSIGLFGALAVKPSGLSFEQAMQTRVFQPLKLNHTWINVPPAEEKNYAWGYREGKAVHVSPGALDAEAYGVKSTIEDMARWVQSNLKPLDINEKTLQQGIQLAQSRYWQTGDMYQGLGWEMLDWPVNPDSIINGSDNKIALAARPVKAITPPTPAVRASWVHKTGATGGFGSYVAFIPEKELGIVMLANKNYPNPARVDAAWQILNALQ
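20 mM phosphate pH 7.0 + 0.01% (detergent screen) or 0.0001% Triton X-100; 5.3 nM AmpC reagent; cpd preinc 15 min RT; nitrocefin (800 uM stock) to start; A480 q20 s × 4 min; Activity was normalised to no-enzyme and no-compound control wells.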
HCV inh: inhibitors of hepatitis C virus infection; 3.4% of 340,000 active; Potency, µM (doses to about 41.8 µM), inactives show top-dose activity change, negative = inhibition, actives largely listed as inhibitors; Huh7.5.1 HCVcc-Cre infection, luciferase reporter, 44 h; further: potency means the concentration at half of the fitted maximal effect
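Whole-lifecycle infectious HCVcc-Cre system; cells 1,000/well, compound then virus (~0.5 moi) added 4 h after plating, 44 h culture. Luciferase read 15 sec following 15 min substrate incubation, room temp.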
Sm TGR block: blocks Schistosoma mansoni thioredoxin glutathione reductase. purified TGR, DTNB reduction, TNB absorbance 405 nm. Potency, µM (series often up to 114 µM), for inactives: top-dose activity change, negative = inhibition, actives largely listed as inhibitors. 3% of 360,000 active. AID 485364; further: potency means the concentration at half of the fitted maximal effect; nearly all actives have a fitted effect of over 60% in size
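TGR 20 nM + NADPH 100 uM (dispensed conc.), cpd preinc 15 min RT; start with NADPH (500 uM addition) then DTNB (15 mM addition). Kinetic TNB absorbance, 405 nm filter. Four-parameter Hill fit across titration.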
AmpC inh detg: inhibitors of E. coli AmpC beta-lactamase with detergent | AmpC hydrolysis of nitrocefin, absorbance 480 nm, 0.01% Triton | 0.041% of 370,000 active | AID 485294 | Potency, µM (doses to about 114 µM), for inactives: top-dose activity change, negative = inhibition, most hits filed as inhibitors;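 further: potency means the concentration at half of the fitted maximal effect; 0% = no-compound wells and -100% = no-enzyme wells; nearly all actives have a fitted effect of over 25% in size; some results filed as inactive show a strong effect at the top dose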
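20 mM phosphate pH 7.0 + 0.01% (detergent screen) or 0.0001% Triton X-100; 5.3 nM AmpC reagent; cpd preinc 15 min RT; nitrocefin (800 uM stock) to start; A480 q20 s × 4 min; Activity was normalised to no-enzyme and no-compound control wells.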
HCMV antiviral: human cytomegalovirus inhibition; AID 1259415; HFF cells, HCMV-luciferase reporter, 72 h; stronger effect = lower value; activity change, negative = inhibition, % at 57.5 µM; 4.5% of 410,000 active; in the data active means activity change below about -60%; inconclusive means no clear call, values can overlap the other calls; inactive means above about -39%
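Screen run at 2 compound doses on HFFs infected with reporter HCMV, MOI 1 PFU/cell. Luciferase activity from cell lysates at 72 h post infection gave inhibition relative to buffer-only and Salinomycin wells.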
FBPA Giardia inh: Giardia lamblia aldolase inhibition | Potency, µM (top dose mostly 59.6 µM), for the others: top-dose activity, negative = inhibition, actives largely listed as inhibitors | 0.71% of 290,000 active | purified Giardia FBPA | AID 2451 | A8B2U2; further: potency means the concentration at half of the fitted maximal effect; nearly all actives have a fitted effect of over 55% in size
Target sequence (A8B2U2 whole entry, looked up): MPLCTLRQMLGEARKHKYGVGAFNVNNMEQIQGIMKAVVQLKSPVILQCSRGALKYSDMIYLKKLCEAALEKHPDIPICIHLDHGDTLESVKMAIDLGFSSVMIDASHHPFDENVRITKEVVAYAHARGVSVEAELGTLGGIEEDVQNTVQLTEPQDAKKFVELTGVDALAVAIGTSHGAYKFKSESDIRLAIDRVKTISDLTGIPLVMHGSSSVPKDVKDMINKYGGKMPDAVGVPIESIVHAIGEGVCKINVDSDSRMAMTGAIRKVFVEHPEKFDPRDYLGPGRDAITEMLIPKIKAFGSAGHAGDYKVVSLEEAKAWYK
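Giardia FBPA (40 nM reagent) was preincubated 10 min at RT with compound (up to 57.5 uM final), then substrate plus GAPDH/TPI/NAD/arsenate coupling system with diaphorase/resazurin was added; resorufin fluorescence (525/598 nm) was read after 20 min.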
Starred values were filed as active, the others as inactive; ? = inconclusive; / = no result given; & = joins results of further samples; [ ] = remark or other dose. Unless noted, the call rests on the fitted dose curve; in most records, active means well fitted curve in the direction sought with a large enough effect; inconclusive means small, poorly fitted or top-dose-only effect, or another doubt; inactive means no such curve, though single readings can be large; an effect the other way counts as inactive or inconclusive. Unless noted, on the % scale 0 is the no-effect control and ±100 the full control effect.

1	COc1ccccc1/C=C(\C#N)C(=O)Nc1ccc(S(N)(=O)=O)cc1
2	Cc1ccc(-n2c(O)c(C=Nc3ccccc3-c3n[nH]c(=S)[nH]c3=O)c3ccccc3c2=O)c(C)c1
3	O=C(CN1CCOCC1)Nc1ccccc1NC(=O)C1CCN(c2ncccn2)CC1
4	CC1CCN(c2nc3c(S(=O)(=O)c4cccc(Cl)c4)nnn3c3ccsc23)CC1
5	COC(=O)c1sc(-c2cccs2)cc1NC(=O)/C=C/C(=O)O
6	CCC(C)NC(=O)C1CCN(S(=O)(=O)c2ccc3[nH]c(=O)ccc3c2)CC1 (centres undefined)
compound no. | 1 | 2 | 3 | 4 | 5 | 6
AmpC no deterg | -32% | -38% | -5% | / | -3% | -3%
HCV inh | 14% | -19% | 2% | / | 5% | 12%
Sm TGR block | -10% | -2% | 1% | 33% | -12% | -14%
AmpC inh detg | -3% | -4% | ? | -15% | 3% | -13%
HCMV antiviral | 1 | ? | 23 | -24 | -7 | 8
FBPA Giardia inh | 1% | -3% | 1% | / | ? | -1%

7	CCOC(=O)c1oc2c(C)c(O)ccc2c(=O)c1-c1nncn1-c1ccccc1
8	Cc1nn(-c2ccccc2)c2c1C1(C(=O)N(C)c3ccccc31)N(c1ccccc1)C(=O)N2 (centres undefined)
9	Cc1cc(C(=O)Nc2c(C)nn(Cc3ccccc3Cl)c2C)no1
10	C=CCOc1ccccc1CN1CCC(CO)(CCOc2ccccc2)CC1
11	Cc1ccc2oc(-c3ccc(Cl)c(NC(=O)c4ccc(-c5ccccc5[N+](=O)[O-])o4)c3)nc2c1
12	Cc1ccccc1CNC(=O)C(=O)NCC(c1ccc2c(c1)OCO2)N1CCOCC1 (centres undefined)
compound no. | 7 | 8 | 9 | 10 | 11 | 12
AmpC no deterg | -10% | -5% | -5% | 40% | / | /
HCV inh | -18% | 10% | 5% | 4% | / | /
Sm TGR block | 0% | 13% | 11% | 9% | -7% | 0%
AmpC inh detg | -8% | -8% | 3% | 6% | -6% | 2%
HCMV antiviral | -11 | 12 | -7 | ? | 38 | -4
FBPA Giardia inh | -5% | -15% | 4% | 1% | / | /

13	O=C(NC(=S)Nc1cccnc1Cl)c1ccco1
14	CCc1ccc(CN2CCC(Oc3ccc(C(=O)N4CCCCC4)cc3)CC2)cc1
15	Cc1nc(NC(=O)c2oc3ccccc3c2C)sc1C(=O)N(C)C
16	O=C(Cn1c(CO)nc2ccccc21)NCCc1ccc(F)cc1
17	O=C(OCC1COc2ccccc2O1)c1ccccc1F (centres undefined)
18	COc1cccc(NS(=O)(=O)c2ccc3c(c2)N(C(C)=O)CCO3)c1
compound no. | 13 | 14 | 15 | 16 | 17 | 18
AmpC no deterg | -18% | 148%[activator] | 129%[activator] | 2% | -4% | -15%
HCV inh | 4% | -26% | -22% | 6% | 6% | -27%
Sm TGR block | ? | 0% | -4% | 2% | -16%[11.4 µM] | 2%
AmpC inh detg | ? | 0% | -1% | 0% | ? | ?
HCMV antiviral | 26 | ? | 142 | -27 | -34 | -10
FBPA Giardia inh | -17% | / | -11% | 5% | 0% | -13%

19	COc1ccc(C(=O)C2CCCN(C3Cc4ccccc4C3)C2)cc1OC (centres undefined)
20	Cc1sc2c(c1C)c(=O)nc1n2Cc2ccccc2-1
21	COc1ccc(CCCc2nnc(SCC(=O)Nc3nc(C)cs3)n2C)cc1
22	Cc1ccc2nc(SCC(=O)NCc3ccc(F)cc3)[nH]c2c1
23	O=C(Nc1cc(S(=O)(=O)N2CCCCC2)ccc1N1CCOCC1)c1ccc(F)cc1
24	O=C(CCCOc1ccccc1)Nc1ccc2c(c1)OCCO2
compound no. | 19 | 20 | 21 | 22 | 23 | 24
AmpC no deterg | -32% | -15% | -4% | -8% | 0% | -33%
HCV inh | -11% | 17% | -3% | -4% | -28% | 11%
Sm TGR block | -6% | 4% | 7% | 44%[activator] | 6% | 0%
AmpC inh detg | -12% | -5% | -20% | 1% | ? | -11%
HCMV antiviral | 8 | / | 3 | -65* | 1 | 32
FBPA Giardia inh | -22% | 1% | 4% | -3% | / | 2%

25	COc1ccc(C2=NN(C(=O)c3ccccc3)C(c3ccc(OC)c(OC)c3)C2)cc1OC (centres undefined)
26	O=C(Cc1ccccc1)Nc1ccnn1C1CCN(Cc2nccs2)CC1
27	O=C(Nc1ccncc1)c1ccccc1F
28	OCCN1CCN(Cc2nc(-c3cccc(Cl)c3)no2)CC1
29	CC(=O)c1ccc(NC(=O)Cn2nc(C(F)(F)F)c3c2CCCC3)cc1
30	CCCCn1c(SCC(=O)c2ccccc2)nc2sc3c(c2c1=O)CCCC3
compound no. | 25 | 26 | 27 | 28 | 29 | 30
AmpC no deterg | 58% | 3% | -17% | 3% | / | /
HCV inh | -7% | 1% | -9% | -2% | / | /
Sm TGR block | -9% | -4% | 4% | -11% | -7% | -4%
AmpC inh detg | 2% | -1% | -3% | 6% | 4% | 16%
HCMV antiviral | -24 | 9 | -20 | 14 | 42 | 13
FBPA Giardia inh | 3% | 6% | 9% | -1% | / | /

31	CCOCCCNS(=O)(=O)c1ccc(-n2cnnn2)c(OC)c1
32	Cc1nnc(SCC(=O)c2c(N)n(C3CC3)c(=O)[nH]c2=O)n1C
33	COc1cc2cc(Oc3ccc4ccc(=O)oc4c3)c(=O)oc2cc1OC1OC(COC(=O)CC(C)(O)CC(=O)O)C(O)C(O)C1O (centres undefined)
34	COc1ccc(S(=O)(=O)N2CCN(C(=O)C3COc4ccccc4O3)CC2)cc1 (centres undefined)
35	Nc1nc2c(F)cccc2s1
36	COc1ccc(/C(N)=N/OC(=O)c2ccc([N+](=O)[O-])c(C)c2)cc1OC
compound no. | 31 | 32 | 33 | 34 | 35 | 36
AmpC no deterg | -7% | -16% | -10% | -26% | -8% | -8%
HCV inh | -8% | 7% | 19% | 1% | 6% | -27%
Sm TGR block | 10% | / | -15% | 18µM* | -2% | 2%
AmpC inh detg | 0% | / | -10% | 0% | -11% | -1%
HCMV antiviral | 0 | -4 | 8 | -3 | -19 | -38
FBPA Giardia inh | 3% | / | 4% | / | 1% | 1%

37	Cc1ccc(NC(=O)CN(C)CCOc2ccccc2)c([N+](=O)[O-])c1
38	O=C(COc1ccc(Br)cc1F)N1CCN(c2ncccn2)CC1
39	CSc1cccc(N/C(=N/S(=O)(=O)c2ccccc2)NN)c1
40	O=C(c1cc(-c2cccnc2)nc2ccccc12)N1CCC2(CC1)OCCO2
41	Cc1ccc(NC(=O)c2ccco2)cc1NC(=O)CSc1nnc(-c2cccs2)n1C
42	N#Cc1c(C(F)(F)F)cc(-c2ccc(F)cc2)nc1SCC(=O)Nc1ccccc1
compound no. | 37 | 38 | 39 | 40 | 41 | 42
AmpC no deterg | -26% | 11% | -48% | 144%[activator] | -18% | /
HCV inh | -6% | -3% | 20% | 18% | ? | /
Sm TGR block | 3% | -10% | 6% | 4% | -7% | 6%
AmpC inh detg | -12% | -5% | -4% | -7% | 5% | 27%
HCMV antiviral | -37 | -24 | -34 | -9 | 3 | -39
FBPA Giardia inh | -2% | 4% | -16% | 18% | 5% | /

The closing 3 entries of the section above are carried over, then new ones follow:
40	O=C(c1cc(-c2cccnc2)nc2ccccc12)N1CCC2(CC1)OCCO2
41	Cc1ccc(NC(=O)c2ccco2)cc1NC(=O)CSc1nnc(-c2cccs2)n1C
42	N#Cc1c(C(F)(F)F)cc(-c2ccc(F)cc2)nc1SCC(=O)Nc1ccccc1
43	O=c1c2ccccc2n(CC(O)CN2CCCCC2)c2ccccc12 (centres undefined)
44	CCCCn1c(=O)[nH]c(=O)c2c1ncn2Cc1ccco1
45	CCCC(=O)Nc1nc2c(c(=O)[nH]1)CCCC2
46	Cc1ccc(C)c(Cn2c(-c3cccs3)nc3ccccc32)c1
47	Cc1ccnc(NC(=O)CCC(=O)N(CC(=O)NCc2ccc(F)cc2)c2cccc(F)c2)c1
48	Cn1c(O)c(C=Nc2ccc(Cl)cc2)c(=O)n(C)c1=O
compound no. | 40 | 41 | 42 | 43 | 44 | 45 | 46 | 47 | 48
AmpC no deterg | 144%[activator] | -18% | / | -9% | -32% | -3% | / | -2% | -8%
HCV inh | 18% | ? | / | ? | 5% | -10% | / | -2% | -7%
Sm TGR block | 4% | -7% | 6% | -1% | ? | 0% | 0% | -4% | 7%
AmpC inh detg | -7% | 5% | 27% | 1% | ? | 4% | -3% | 6% | -8%
HCMV antiviral | -9 | 3 | -39 | 17 | 2 | 5 | -17 | -4 | 1
FBPA Giardia inh | 18% | 5% | / | -4% | -1% | -1% | / | 4% | -4%

49	CC1=C(C(=O)Nc2cccnc2)C(c2cccc(Br)c2)n2nc(SCc3ccccc3)nc2N1 (centres undefined)
50	CC(=O)c1cc2c(cc1NS(=O)(=O)c1ccccc1C)OCO2
51	Cc1c(/C=N\NC(=O)C2COc3ccc(C(C)(C)C)cc3O2)c2ccccc2n1C (centres undefined)
52	Cc1nc(SCC(=O)Nc2ccc(Cl)cc2C(F)(F)F)[nH]c(=O)c1Cc1ccccc1
53	Cc1ccccc1CCNC(=O)C1CCN(S(=O)(=O)c2ccc3c(ccn3C)c2)CC1
54	CCc1cccc(NC(=O)Cn2c(=O)n(Cc3ccccc3)c(=O)c3c(C)c(C(=O)N(C)C)sc32)c1
compound no. | 49 | 50 | 51 | 52 | 53 | 54
AmpC no deterg | / | -35% | -27% | / | / | /
HCV inh | / | / | ? | / | / | /
Sm TGR block | -16% | / | 9% | -1% | -4% | -14%
AmpC inh detg | -2% | -15% | 0% | 23% | 5% | 0%
HCMV antiviral | -1 | 18 | 49 | 6 | 13 | -14
FBPA Giardia inh | / | -2% | -4% | / | / | /

55	O=C(c1cccc(Cl)c1)N1CCC(c2nc3ccccc3o2)CC1
56	Cc1ccc(CCNC(=O)CN(c2cc(C)cc(C)c2)S(=O)(=O)c2c(C)noc2C)cc1
57	Cc1c(C)c2ccc(OCC(=O)NCCc3c[nH]c4ccccc34)c(C)c2oc1=O
58	COc1ccc(N2Cc3ccccc3C2=NC(=O)c2cccc([N+](=O)[O-])c2)cc1
59	Cc1cc2nc(N3CCN(C(=O)c4ccco4)CC3)sc2cc1C
60	CNC(=S)NNC(=O)c1cccn(Cc2cccc(Cl)c2)c1=O
61	Cn1cnnc1SCCOc1ccc(Cl)cc1
62	Cc1ccc(-n2cnc3ncnc(-c4ccccc4)c32)cc1
63	O=[N+]([O-])c1ccc(C(=S)N2CCCC2)cc1
compound no. | 55 | 56 | 57 | 58 | 59 | 60 | 61 | 62 | 63
AmpC no deterg | / | 32% | -17% | -24% | 1% | -4% | 5% | 17% | -18%
HCV inh | / | 3% | -16% | 0% | -25% | 14% | 26% | 9% | -6%
Sm TGR block | 3% | -8%&-2% | 8% | -24% | -1% | 15% | 0% | 3% | 10%
AmpC inh detg | 20% | -4%&0% | -10% | 0% | -10% | 0% | 6% | 0% | 3%
HCMV antiviral | -26 | -28&4 | -3 | -29 | 15 | -25 | 48 | -30 | 38
FBPA Giardia inh | / | / | -11% | -23% | / | -4% | -3% | 5% | 12%
